Compound activity from PubChem BioAssay.
MsrA act = bovine methionine sulfoxide reductase A activation; purified bovine MsrA, absorbance read-out; activation, % at 10.6 µM; 0.3% of 360,000 active; in the data active = activation above about 7.5%;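 note: 0% = vehicle and 100% = reference activator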
Rin1 Abl inh = human Rin1-Abl interaction inhibition. 0.4% of 360,000 active. inhibition, % at 7.35 µM. P00519+Q13671. TR-FRET Rin1/Abl binding, biochemical; in the data active = inhibition above about 5%, passing the limit was not always enough
Target sequence (P00519 whole entry, looked up): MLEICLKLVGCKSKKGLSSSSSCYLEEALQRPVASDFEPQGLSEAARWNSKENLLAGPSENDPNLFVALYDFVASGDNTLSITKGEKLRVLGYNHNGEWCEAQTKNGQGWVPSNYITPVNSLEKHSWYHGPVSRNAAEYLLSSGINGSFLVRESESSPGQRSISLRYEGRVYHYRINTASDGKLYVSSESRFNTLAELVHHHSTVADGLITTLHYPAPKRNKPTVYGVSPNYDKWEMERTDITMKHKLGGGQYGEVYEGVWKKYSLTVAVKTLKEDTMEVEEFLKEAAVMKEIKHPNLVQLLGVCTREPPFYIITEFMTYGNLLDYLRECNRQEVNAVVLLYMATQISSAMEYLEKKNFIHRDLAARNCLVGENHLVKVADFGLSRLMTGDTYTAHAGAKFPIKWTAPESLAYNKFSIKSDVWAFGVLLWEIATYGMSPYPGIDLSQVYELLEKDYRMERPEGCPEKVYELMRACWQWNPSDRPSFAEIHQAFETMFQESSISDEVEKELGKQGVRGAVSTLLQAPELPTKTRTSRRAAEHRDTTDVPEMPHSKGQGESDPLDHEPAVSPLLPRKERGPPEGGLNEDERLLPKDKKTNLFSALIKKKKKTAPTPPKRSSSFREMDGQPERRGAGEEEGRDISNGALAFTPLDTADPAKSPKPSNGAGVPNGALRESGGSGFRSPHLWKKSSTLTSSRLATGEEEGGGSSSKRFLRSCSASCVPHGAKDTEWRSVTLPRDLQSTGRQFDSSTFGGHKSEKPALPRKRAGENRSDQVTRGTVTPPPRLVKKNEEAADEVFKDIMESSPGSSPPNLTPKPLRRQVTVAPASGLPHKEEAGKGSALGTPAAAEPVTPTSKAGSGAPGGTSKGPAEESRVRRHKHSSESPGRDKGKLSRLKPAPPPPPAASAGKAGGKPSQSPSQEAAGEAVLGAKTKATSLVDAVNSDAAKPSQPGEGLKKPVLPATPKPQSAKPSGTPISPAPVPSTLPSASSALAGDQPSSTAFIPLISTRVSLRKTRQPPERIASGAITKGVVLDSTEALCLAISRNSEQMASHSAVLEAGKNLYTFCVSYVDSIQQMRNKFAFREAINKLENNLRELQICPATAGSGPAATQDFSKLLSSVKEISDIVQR
Target sequence (Q13671 whole entry, looked up): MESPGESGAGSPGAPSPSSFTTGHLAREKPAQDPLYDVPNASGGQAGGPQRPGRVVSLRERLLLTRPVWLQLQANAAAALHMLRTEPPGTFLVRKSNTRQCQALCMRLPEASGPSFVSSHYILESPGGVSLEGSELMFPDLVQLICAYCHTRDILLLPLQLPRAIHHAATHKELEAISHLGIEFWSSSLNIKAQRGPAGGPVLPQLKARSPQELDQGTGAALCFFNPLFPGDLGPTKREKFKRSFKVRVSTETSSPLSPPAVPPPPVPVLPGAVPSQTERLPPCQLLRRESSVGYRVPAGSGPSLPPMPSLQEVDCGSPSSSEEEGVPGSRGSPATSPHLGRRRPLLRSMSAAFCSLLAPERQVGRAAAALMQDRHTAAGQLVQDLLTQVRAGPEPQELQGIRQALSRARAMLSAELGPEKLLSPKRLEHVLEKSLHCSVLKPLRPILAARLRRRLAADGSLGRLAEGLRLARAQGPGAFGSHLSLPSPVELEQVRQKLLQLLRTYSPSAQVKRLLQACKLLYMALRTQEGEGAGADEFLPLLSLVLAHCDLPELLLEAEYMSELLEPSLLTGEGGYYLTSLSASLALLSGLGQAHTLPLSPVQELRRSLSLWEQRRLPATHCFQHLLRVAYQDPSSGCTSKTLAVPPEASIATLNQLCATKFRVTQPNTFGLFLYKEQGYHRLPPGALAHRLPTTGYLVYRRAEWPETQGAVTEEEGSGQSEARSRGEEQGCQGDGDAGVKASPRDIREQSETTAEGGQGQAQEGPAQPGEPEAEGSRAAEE
SKN-1 block = inhibitors of C. elegans SKN-1; C. elegans VP596 Pgst-4::GFP/RFP ratio, acrylamide-induced, 24 h; inhibition, % at 21.8 µM; 0.49% of 360,000 active;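 active = interference check ratio from 0.5 to 1.5 plus GFP to RFP signal ratio inhibition reaching or exceeding a fixed threshold, cut at about 30% in these data, passing the limit was not always enough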; note: some compounds called inactive have numbers as strong as hits
Neddylation inh = blocks human cullin neddylation | TR-FRET cullin neddylation, biochemical | calls only at 25 µM | 0.58% of 360,000 active | AID 651699; in the data active = inhibition above about 36%
eLon inh = inhibits E. coli Lon protease; P0A9M0; purified E. coli Lon protease, fluorescence polarization; AID 602123; inhibition, % at 7.94 µM; 0.42% of 360,000 active; in the data active = inhibition above about 13%, passing the limit was not always enough;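 note: 0% = enzyme with probe and DMSO and 100% = no enzyme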
MT1-MMP act inh = MT1-MMP (human) activation inhibition; P50281; HT1080 RFP-PRO-GFP cells, GFP/RFP ratio fluorescence, overnight; percent of plate control window, DMSO zero; GFP/RFP ratio change, % at 20 µM; 0.061% of 360,000 active; AID 651647;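 active = GFP/RFP ratio change of at least 30% with cell ATP level not reduced by more than half and red fluorescence within 50% of control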; note: strong numbers were not always called active
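Material: RFP-PRO-GFP reporter HT1080 cells. Dosing: single-point 20 µM compound, 1% DMSO. Controls: DMSO and RFP-L50D-GFP cell wells. Timing: cells overnight before dosing, compound overnight, 37 °C, 5% CO2. Measure: GFP/RFP fluorescence ratio.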
FAS-TE inh = blocks the thioesterase domain of human fatty acid synthase | P49327 | recombinant FAS-TE, OMFH fluorogenic substrate, fluorescence endpoint | inhibition, % at 15 µM | 0.67% of 360,000 active;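 active = compounds whose normalised, plate-corrected inhibition of enzyme fluorescence in the single-dose primary screen is 50% or more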;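 note: 0% = DMSO with enzyme and 100% = substrate without enzyme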
PABP1 MLLE inh = blocks PAM2 peptide binding to the PABP1 MLLE domain. GST-MLLE / FITC-PAM2 fluorescence polarization. inhibition, % at 20 µM. AID 588489. 0.36% of 360,000 active; in the data active = inhibition above about 35%, passing the limit was not always enough;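 note: plate controls were DMSO wells with GST-MLLE for no effect and wells lacking GST-MLLE protein for full effect; some results filed as inactive read as strong as hits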
CendR NRP1 mod = alters CendR peptide binding to human NRP-1. O14786. FAM-RPARPAR peptide binding to NRP-1, fluorescence polarization. inhibition, % at 25 µM. 0.85% of 360,000 active;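 active = inhibition or corrected inhibition above about 18%, plus a signal ratio from 0.5 to 1.5, limit read from the data, passing the limit was not always enough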; note: strong numbers were not always called active
* hit, by the source's call; i = inactive; x = not tested or not shown; + = active, no number.

SMILES	MsrA act	Rin1 Abl inh	SKN-1 block	Neddylation inh	eLon inh	MT1-MMP act inh	FAS-TE inh	PABP1 MLLE inh	CendR NRP1 mod
CN(C)C(CNC(=O)Cc1cccc(C(F)(F)F)c1)c1ccco1 (centres undefined)	-1	-4	-5	i	-2	6	8	-18	-12
O=S(=O)(Nc1cccc(-n2cnnn2)c1)c1ccc(Cl)cc1	-2	4	-2	i	-8	1	12	4	10
CN(C)CCNC(=O)c1ccc2c(=O)n(Cc3ccc(Cl)cc3)c(=S)[nH]c2c1	0	1	7	i	-1	4	8	-59	9
Cc1ccc(NC(=O)c2cc(-c3cccs3)nc3ccccc23)nc1	-4	-5	0	x	11	-3	22	2	-9
COc1cc2c(cc1OC)CN(C(=S)Nc1ccc(C)cc1C)CC2	-1	-1	4	i	-3	2	-3	-123	9
O=C(NCc1ccco1)C1CC(c2ccc(Cl)cc2)=NO1 (centres undefined)	-2	0	6	i	2	-2	-4	11	3
Cc1noc(N)c1C(=O)Nc1ccc(F)c(Cl)c1	0	2	-10	i	0	-9	-68	10	-6
Oc1ccc(CNc2ccc(F)cc2)c2cccnc12	-16	5	2	x	11	-3	-5	27	-9
Cc1ccsc1C(=O)OCC(=O)N1CCOCC1	-1	-1	5	i	-5	4	-4	-8	-14
CCC(C)(C)n1nnnc1C(c1cc2cc(C)cc(C)c2[nH]c1=O)N1CCN(Cc2ccc3c(c2)OCO3)CC1 (centres undefined)	-3	1	-3	i	1	-14	5	10	1
Cc1ccc2cc(COC(=O)c3cccc([N+](=O)[O-])c3)c(=O)[nH]c2c1	-4	-4	-7	i	0	2	63*	-14	-6
COC(C[C@H](O)CC(=O)[C@H](C)OCc1ccccc1)OC	-5	4	18	i	1	-3	-11	-21	9
CCN(CC)CCCn1c2c(c(SCC(=O)Nc3cc(OC)cc(OC)c3)nc1=O)CCC2	-5	2	-11	i	2	7	-7	8	9
COc1ccc(-n2c(=O)/c(=C\c3cccs3)s/c2=C(/C#N)C(=O)NCCN2CCOCC2)cc1	0	-2	4	i	-88	-7	-8	-93	-177
CCOCCCNC(=S)N1C2CCC1CC(NC(=O)Nc1ccc(C(=O)OCC)cc1)C2 (centres undefined)	-2	2	14	i	1	4	-1	-123	-4
Cc1nn(C)cc1CN(C)C(=O)c1cc2nc(-c3ccco3)cc(C(F)(F)F)n2n1	2	2	1	+	-1	3	-5	-6	-12
CCc1ccc(N2CC(C(=O)Nc3cc(C)on3)CC2=O)cc1 (centres undefined)	-14	7	-18	i	2	-3	0	1	12
O=C(Nc1cccc(Cl)c1)c1cc(S(=O)(=O)N2CCCCC2)c[nH]1	-2	-4	-2	i	-11	5	-5	-5	5
O=[N+]([O-])c1ccc(N2CCN(C(=S)NC3CCCCC3)CC2)cc1	-4	-2	-14	i	-8	-2	25	-140	2
COc1ccc(-c2ccc(/C=C3/C(=N)N4C(C)=CSC4=NC3=O)o2)c([N+](=O)[O-])c1	-1	-2	43*	i	-22	16	-2	49	-31

Grouped by structure, the entries above with a CF3 group.
SMILES	MsrA act	Rin1 Abl inh	SKN-1 block	Neddylation inh	eLon inh	MT1-MMP act inh	FAS-TE inh	PABP1 MLLE inh	CendR NRP1 mod
CN(C)C(CNC(=O)Cc1cccc(C(F)(F)F)c1)c1ccco1 (centres undefined)	-1	-4	-5	i	-2	6	8	-18	-12
Cc1nn(C)cc1CN(C)C(=O)c1cc2nc(-c3ccco3)cc(C(F)(F)F)n2n1	2	2	1	+	-1	3	-5	-6	-12

The listing continues.
SMILES	MsrA act	Rin1 Abl inh	SKN-1 block	Neddylation inh	eLon inh	MT1-MMP act inh	FAS-TE inh	PABP1 MLLE inh	CendR NRP1 mod
Cc1cccc(-n2c(O)c(C=Nc3ccccc3O)c3ccccc3c2=O)n1	-2	-2	-6	i	-13	-10	1	-24	-35
O=C(Nc1ccc([N+](=O)[O-])cc1)C1COc2ccccc2O1 (centres undefined)	-3	0	-7	i	0	4	13	0	0
CN(C)C(=O)N1CCC(C(=O)NCc2ccc(F)cc2Cl)CC1	-1	3	1	i	0	6	-11	4	0
N#CC(C(N)=O)=C1CCC2(CC1)OCCCCO2	-6	3	-3	i	-8	0	-7	12	-11
C[C@]12c3[nH]c4ccccc4c3CCN1C(=O)C(CC(=O)NCc1ccco1)C[C@@H]2C(=O)N1CCOCC1 (some centres undefined)	-2	0	11	i	-3	4	-7	1	12
O=C(Nc1ccc2nc[nH]c2c1)c1ccco1	-2	-1	-1	i	-12	-1	0	-1	0
O=C(O)c1ccc(NC(=O)c2ccccc2NC(=O)c2cccc(F)c2)cc1	-2	-1	0	i	-3	-2	-1	1	7
CN(Cc1ccon1)Cc1cn(C)nc1-c1ccc2c(c1)OCCO2	-4	7	0	i	-6	0	-4	10	-6
COc1ccc(/C=N/NC(=O)c2ccc3nc[nH]c3c2)c(OC)c1OC	-14	-4	-1	i	12	3	1	20	-10
CCCn1c(=NC(=O)CS(=O)(=O)c2ccccc2)sc2cc(S(C)(=O)=O)ccc21	0	0	0	i	-6	1	0	-7	5
O=C(N/N=C/c1ccc([N+](=O)[O-])o1)c1ccccc1-n1cccc1	-8	0	6	i	-13	-4	-2	-2	9
Cc1ccc(OCC(=O)c2cc(C)n(-c3ccccc3)c2C)c([N+](=O)[O-])n1	-11	0	-4	i	10	5	21	6	16
CC(=O)NC1(C(F)(F)F)N=C(c2ccccc2)NC1=O (centres undefined)	-3	-1	-6	i	0	3	-8	-7	-9
O=C(NC1CC1)C1CCN(c2nc3ccccc3s2)CC1	-1	-3	-16	i	7	2	-2	-7	-2
COc1ccc([C@H]2/C=C\CN(S(=O)(=O)/C=C/c3ccccc3)[C@@H](C)C(=O)N2Cc2ccc(F)cc2)cc1	-11	1	4	i	11	-6	40	3	12
O=C1NC[C@H](CCCCN2C[C@H](Cc3ccc(O)cc3)N(CCc3ccc(O)cc3)C(=O)C2=O)N(CCc2ccccc2)C1=O	-3	x	10	i	-14	-1	-7	x	-5
CC(C)Oc1ccc(NC(=O)Oc2ccccc2)cc1	-2	3	24	i	-3	5	4	0	5
CCOC(=O)/C(C#N)=C/c1c(Oc2cccc(C)c2)nc2c(C)cccn2c1=O	-3	-2	4	x	-8	-5	-12	-13	-22
CCCc1cc(=O)[nH]c(SCC(=O)N2CCc3ccccc3C2)n1	4	2	6	i	2	1	-4	7	5
CC(=O)c1cccc(NC=C2C(=O)OC3(CCCCC3)OC2=O)c1	-13	2	-19	i	1	3	-6	4	3
Cc1ccc2c(c1)NC(=O)C(CC(=O)NCCN(C)C)O2 (centres undefined)	0	-1	17	i	1	4	-3	9	-4
Cc1cc(C)c(NC(=O)CCN2C(=O)c3ccccc3S2(=O)=O)c(C)c1	-2	-2	13	i	4	2	-3	6	-2
Cc1nnc(N/N=C\c2ccc(-c3cccc(C(=O)O)c3)o2)n1N	3	2	13	i	-1	4	-7	-2	-17
O=C(N/N=C/c1ccc2c(c1)OCCO2)c1ccncc1	-4	-5	22	i	3	2	-7	-2	-12
O=C(Nc1cccc(/C=C/c2nc3ccccc3c(=O)[nH]2)c1)c1ccccc1Cl	-2	-4	7	x	7	-5	-3	-25	0
COCCn1c(C)cc(/C=C2/SC(=O)N(C(C)C(=O)OC)C2=O)c1C (centres undefined)	-1	2	-3	i	-8	2	7	8	8
Cc1cc(C(=O)Nc2ccccc2)oc1C	-1	-1	13	i	-1	-3	-6	-1	7
O=C(O)CCN1c2ccccc2Sc2ccccc21	-1	-1	19	i	4	-8	0	-10	-1
Cc1ccc2cc(C#N)c(SCC(=O)NNC(=O)Cc3ccccc3)nc2c1	-12	-2	-6	i	-4	-4	-17	-4	-10
CC(C)(C)C1CCC(C(=O)Nc2nccs2)CC1 (centres undefined)	0	1	11	i	-4	-2	1	3	1
CCO[C@@H]1OC(C(=O)NCc2ccccc2)=C[C@H](c2ccccc2)[C@H]1CCCO	-8	3	-9	i	4	7	2	12	8
CCOC(=O)c1ccc(N=Cc2nc(-c3ccccc3)oc2OC(C)=O)cc1	-2	-5	2	i	-3	4	3	24	-18
Cc1ccccc1CN1CCN(S(=O)(=O)c2cccc3nsnc23)CC1	-7	-1	3	i	11	-2	14	-12	8
CC(C)N1CC2(CC(c3ccc(Cl)cc3Cl)=NO2)CN1C(=O)c1ccc(C(C)(C)C)cc1 (centres undefined)	-1	-1	7	i	3	-13	21	-3	-4
CN1C(=O)C2(C(C#N)=C(N)Oc3c2oc(CO)cc3=O)c2ccccc21 (centres undefined)	0	1	1	i	-7	1	-10	-4	-9
COC(=O)/C(=C\c1cc(OC)c(OC)c(OC)c1)c1nc2ccccc2[nH]1	0	2	-11	i	-1	-9	2	6	6
CCCCCCCNc1cccc(C)c1	-2	0	16	i	-5	3	14	-4	-4
Cc1ccc(S(=O)(=O)N2CCCCC2)cc1NC(=O)COC(=O)c1c(F)cccc1F	-3	3	2	i	-11	1	8	-5	8
CC1(C)Cc2c(sc3c2c(=N)n(Cc2ccco2)c(=O)n3CC(=O)Nc2cccc(Cl)c2)CO1	-2	-2	26	i	-1	-7	23	-91	-6
O=C(CCCN1C(=O)c2ccccc2C1=O)Nc1cccnc1	-10	0	7	i	-3	3	-6	2	1
NC(=O)C1CCN(CC(=O)Nc2cccnc2Cl)CC1	-4	3	10	i	-1	1	-4	1	-10
CCCNC(=O)C1(C)CCN(C(=O)c2c(F)ccc(C)c2F)C1 (centres undefined)	-2	2	18	i	-5	-4	-5	-8	-16
CCCC(C(=O)NC(C)(C)C)N(CC1CCCO1)C(=O)CNS(=O)(=O)c1ccc(F)cc1 (centres undefined)	-1	5	-5	i	-6	-3	-4	6	8
O=C(NCCc1ccc2c(c1)OCCO2)c1cc(S(=O)(=O)N2CCCC2)ccc1Br	-3	0	0	i	-13	-2	1	-22	-10
O=C(CN1C(=O)c2cccnc2Oc2ccc(Cl)cc21)NCCC1=CCCCC1	-1	-3	-15	i	2	0	48	-5	5
COc1ccc(C(=O)/C=C2\NCCc3cc(OC)c(OC)cc32)cc1OC	0	-2	12	x	-2	0	-3	-14	-11
Cc1ccc(S(=O)(=O)N2CCN(C(=O)CN3C(=O)NC4(CCCCC4)C3=O)CC2)c(C)c1	-5	5	-7	i	0	-3	0	5	6
N#Cc1ccc(NCC(=O)N2CCN(S(=O)(=O)c3ccccc3)CC2)cc1	-2	0	9	i	-7	1	0	-3	-6
COc1ccc(/C=N/NC(=O)COc2cc(C)cc(C)c2)cc1COC(C)=O	-11	-2	-14	i	4	3	-4	5	-8
O=C(CC[C@H]1O[C@@H](n2ccc(=O)[nH]c2=O)[C@H](O)[C@@H]1O)N[C@H](Cc1ccccc1)C(=O)NCc1ccccc1	-3	-2	-1	i	-11	1	-3	0	3

Continuation.
SMILES	MsrA act	Rin1 Abl inh	SKN-1 block	Neddylation inh	eLon inh	MT1-MMP act inh	FAS-TE inh	PABP1 MLLE inh	CendR NRP1 mod
COC(=O)c1cc([N+](=O)[O-])c(-n2cncn2)c([N+](=O)[O-])c1	-2	1	4	i	-4	4	57*	2	-6
COc1ccc(-c2csc(NC(=O)C3CC(=O)N(Cc4ccco4)C3)n2)cc1 (centres undefined)	-1	-2	2	i	-3	4	0	1	7
Cn1nc(C(C)(C)C)cc1C(=O)NNC(=O)c1ccc(C(F)(F)F)cc1	-1	-1	-9	i	3	3	-4	-7	-7
CCCc1nnc(NC(=O)C2CCN(C(=O)C3CC(=O)N(c4ccc(C)cc4)C3)CC2)s1 (centres undefined)	-2	-1	-5	i	-10	2	-3	-4	6
O=[N+]([O-])c1cc(S(=O)(=O)C(F)(F)F)ccc1NCC1CCCO1 (centres undefined)	-1	3	24	i	-6	3	9	-1	-1
CC(/C=N/Nc1nc(N2CCCCC2)nc(N2CCCCC2)n1)=C\c1ccccc1	-5	4	14	i	0	-5	11	10	-5

Ordered by value in SKN-1 block (falling): three of the compounds above.
molecule | SKN-1 block
COC(=O)c1cc([N+](=O)[O-])c(-n2cncn2)c([N+](=O)[O-])c1 | 4
COc1ccc(-c2csc(NC(=O)C3CC(=O)N(Cc4ccco4)C3)n2)cc1 (centres undefined) | 2
CCCc1nnc(NC(=O)C2CCN(C(=O)C3CC(=O)N(c4ccc(C)cc4)C3)CC2)s1 (centres undefined) | -5
